Assay outcomes: PubChem BioAssay, Broad Institute
ARNT-TACC3 inh = disruptors of ARNT/TACC3 protein interaction, primary screen, biochemical, AlphaScreen, single concentration. Transforming acidic coiled-coil-containing protein 3 (Homo sapiens), Q9Y6A5. AlphaScreen His-ARNT PAS-B/GST-TACC3 binding, luminescence; TACC3 fragment carries E629A point mutation. inhibition, % at 9.99 µM. hit rate 0.66% among 390,000. AID 623870, 2012;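 active = mean inhibition of replicates at least 50% and at least half of replicates each reaching 50%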;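 also: 0% = complete ARNT plus TACC3 wells and 100% = ARNT alone without TACC3; many hits fall short of the cut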
CFTR F508del cor = F508del CFTR correction, initial screen, CFBE line, single point. hit rate 0.36% among 350,000. CFBE cells, YFP halide quenching; stimulated with forskolin plus potentiator P3; % fluorescence drop versus neutral controls. activity (quench increase), % at 7.58 µM;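 active = mean added fluorescence quench of at least 8% versus neutral control, with both replicates also reaching 8%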;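 also: cells transiently co-express mutant CFTR-F508del with the halide-sensitive YFP; corrector assay measuring rescue of mutant channel to the surface after 24 h compound exposure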
Xi reactivation = activators of inactive X chromosome reactivation, primary screen, imaging, XiGFP fibroblasts, GFP high-content imaging, set 2. XiGFP mouse fibroblasts, % GFP-positive cells imaging, 3 d; cells co-treated with 5-aza-dC sensitizer; scaled so ellipticine positive control = 100%. activation, % at 7.58 µM. hit rate 0.055% among 360,000. AID 743238, 2013;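 active = mean normalized replicate activation at least 10% and every replicate at or above 10%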;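 also: 0% = median of on-plate neutral control wells and 100% = ellipticine 6 µM median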
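System: XiGFP fibroblasts, SV40-immortalized. Medium: DMEM plus 5-aza-dC sensitizer. Doses: single point. Timing: 3 d treatment, 15 min room-temperature fixation. Control set: ellipticine 6 µM.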
esBAF inh = Bmi1 luciferase reporter increase in mESCs, primary screen, esBAF inhibitor project, mouse ES cells, Bmi1 luciferase knock-in, single point. hit rate 2% among 350,000. AID 602393, 2012. reporter increase, % at 12.5 µM. 24 h; 100% = twice the neutral-well signal; in the data active = activation above about 40%;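 also: 0% = median of the plate's neutral control wells and 100% = double that signal; a rise in the Bmi1 reporter signal indicates esBAF inhibition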
ERAP1 HTS inh = human ERAP1 aminopeptidase inhibitors, primary screen, biochemical, single point, plate reader; recombinant ERAP1, Leu-AMC fluorescence, 60 min; hit rate 0.15% among 340,000; inhibition, % at 10.7 µM;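 active = mean replicate inhibition of at least 30%, or all replicates individually reaching that 30% level; inactive = mean below 30% and not every replicate reaching it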;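 also: 0% = neutral control wells and 100% = L-leucinethiol positive control wells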
RAD54 branch = inhibitors of human RAD54 branch migration, primary screen, biochemical, fluorescence, single point; DNA repair and recombination protein RAD54-like (Homo sapiens), Q92698; RAD54 Holliday junction branch migration, FAM/BHQ fluorescence; inhibition, % at 10.4 µM; hit rate 0.14% among 360,000; AID 602329, 2012;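 active = mean normalized replicate activity at least 40 and at least half of replicates scoring 40 or more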;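 also: 0% = median of neutral control wells and 100% = median of positive control wells; inhibitors cause a drop in the FAM fluorescence signal; in these data hits start at about 50%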
GSIS activator = GLuc luminescence reporter in INS-1E cells, primary screen for activators of glucose-dependent secretion of insulin; activation, % at 16.6 µM; AID 743287, 2014; INS-1E GLuc reporter insulin secretion, 2-3 h; hit rate 0.61% among 370,000;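 active = lowest replicate activation of at least 40%, so every replicate reaches that level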;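 also: 0% = median of neutral control wells and 100% = median of IBMX positive control wells; some compounds called inactive have numbers as strong as hits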
RAD52 anneal inh = RAD52 DNA annealing inhibitors, primary screen, biochemical, FRET, single point, set 2 | DNA repair protein RAD52 homolog (Homo sapiens), P43351 | AID 651710, 2012 | inhibition, % at 18.7 µM | recombinant RAD52 DNA annealing, FRET fluorescence | hit rate 0.46% among 360,000;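 active = every replicate showing at least 50% inhibition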
Target sequence (P43351 whole entry, looked up): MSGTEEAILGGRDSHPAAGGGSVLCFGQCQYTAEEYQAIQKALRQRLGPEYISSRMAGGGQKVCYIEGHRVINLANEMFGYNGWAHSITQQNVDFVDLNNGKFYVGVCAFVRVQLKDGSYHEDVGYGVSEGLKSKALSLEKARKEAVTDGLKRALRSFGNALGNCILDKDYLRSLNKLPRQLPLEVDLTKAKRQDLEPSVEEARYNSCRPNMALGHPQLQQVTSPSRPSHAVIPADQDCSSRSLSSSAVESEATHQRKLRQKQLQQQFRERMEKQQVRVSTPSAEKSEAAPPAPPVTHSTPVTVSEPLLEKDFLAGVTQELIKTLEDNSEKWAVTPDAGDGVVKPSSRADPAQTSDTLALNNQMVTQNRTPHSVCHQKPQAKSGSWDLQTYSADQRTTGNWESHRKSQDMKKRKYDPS
An asterisk follows results filed as active; / = no result given; & = joins results of further samples.

SMILES	ARNT-TACC3 inh	CFTR F508del cor	Xi reactivation	esBAF inh	ERAP1 HTS inh	RAD54 branch	GSIS activator	RAD52 anneal inh
C[C@@H]1CCCCO[C@@H](CN(C)C(=O)Nc2ccccc2)[C@H](C)CN([C@@H](C)CO)C(=O)c2cc(NC(=O)NC3CCCCC3)ccc2O1	-6	-2.8	-0.1	-1	0	-6	-9	4
C[C@@H]1CN([C@H](C)CO)S(=O)(=O)c2ccc(-c3cccc(C(=O)N(C)C)c3)cc2O[C@H]1CN(C)C(=O)Nc1ccc(F)cc1	2&-4	5.2&-4.5&-0.9	0.3&0.1	-1&2&1	0&-2&-3	6&5&2	3&14	-10&2&-9
CCOC(=O)N1CCN(C(=O)CCC(=O)c2ccc(OCC)cc2)CC1	-10	-1.8	0.2	-5	2	-4	-15	-4
O=C(Nc1ccc2c(c1)nc1n2CCOC1)C1CCCCC1	-1	/	/	53*	/	-4	-11	/
CCN(CC)C(=O)COc1ccc(C=O)cc1OC	-4	1.7	0.0	-4	-1	8	24	-10
CC(C)CNc1nc(N)c([N+](=O)[O-])c(NCC2CCCO2)n1 (configuration not stated)	-14	/	0.0	/	0	-1	19	-12
C[C@@H]1CN([C@@H](C)CO)C(=O)CCCn2nncc2CO[C@@H]1CN(C)Cc1cccc(C(=O)O)c1	-3	2.5	1.1	1	1	1	7	3
CCC(=O)c1ccc(OCC(=O)NC2CCCC2)cc1	-4	-4.4	0.5	4	-2	7	10	-7
Cc1ccc(S(=O)(=O)N[C@@H]2CC[C@@H](CCNC(=O)Cc3ccccn3)O[C@@H]2CO)cc1	5	-0.1	-0.4	-3	-4	-11	0	-19
CO[C@H]1CN(C)C(=O)c2cc(NC(C)=O)ccc2OC[C@@H](C)N(C(=O)C2CCC2)C[C@H]1C	-13	-0.1	0.0	-9	-1	6	-3	-3
CC(C)(C)NC(=O)C1Cc2ccccc2CN1S(=O)(=O)c1ccc(F)cc1 (configuration not stated)	-4	-0.4	0.0	/	0	/	13	-11
O=[N+]([O-])c1ccccc1S(=O)NCc1c(Cl)cccc1Cl (configuration not stated)	/	-1.5	-0.1	/	-3	/	6	-12
CC(C)NC(=O)N1CC2(C1)[C@H](c1ccccc1)[C@H](CO)N2C(=O)C1CCCCC1	/	2.6	0.0	/	/	/	2	-15
COc1ccc(NC(=O)Nc2ccc3c(c2)C(=O)N([C@H](C)CO)C[C@H](C)[C@H](CN(C)Cc2ccc(-c4ccccc4)cc2)O3)cc1	10	2.4	0.0	1	-4	-10	-4	43
COc1ccc(C(=O)Nc2nc3nccc(-c4ccccc4)n3n2)cc1	5	/	0.2	/	-3	/	12	-9
O=C(Cc1ccccc1)N[C@H]1CC[C@@H](CC(=O)N2CCOCC2)O[C@@H]1CO	42	0.7	0.0	-4	-1	-3	24	21
C[C@H](CO)N1C[C@H](C)[C@@H](CN(C)Cc2ccccn2)Oc2cc(-c3cccc(C#N)c3)ccc2S1(=O)=O	13	-2.3	-1.0	4	2	5	4	-1
CCOC(=O)N1CCC(=C(C#N)C(=O)Nc2cc(OC)ccc2OC)CC1	8	2.5	/	-7	-1	-4	9	-16
CCOC(=O)C1CCN(C(=O)CCS(=O)(=O)c2ccc3c(c2)n(C)c(=O)c(=O)n3C)CC1	-1	1.2	0.2	-11	/	-1	3	-13
CCCC(=O)Nc1ccc2c(c1)nc(CCN1CCCCC1)n2C	-4	2.5	0.1	-7	1	6	13	-10
COc1ccc(-n2c(C)cc(C(=O)CN3CCCCC3)c2C)cc1	3	-4.0	0.2	6	2	-9	-3	-4
Cn1cc(S(=O)(=O)N2CCOCC2)cc1C(=O)Nc1cccc(Cl)c1	0	-0.8	-0.1	2	2	0	-16	-6
CC(=O)N1c2ccc(S(=O)(=O)N3CCC(C(=O)NCc4ccccc4)CC3)cc2CC1C (configuration not stated)	-22	0.9	0.2	-8	0	-15	-9	-17
CN1CCN(S(=O)(=O)c2cnccc2N2CCN(c3cccc(Cl)c3)CC2)CC1	13	/	0.6	5	6	-5	-18	0
CCC(=O)Nc1ccc2c(c1)OC[C@H](C)N(C(=O)NC(C)C)C[C@@H](C)[C@@H](OC)CN(C)C2=O	-5	3.4	0.1	-3	-1	14	-1	1
CC(=O)c1cccc(NC(=O)CSc2ncc(C(=O)Nc3ccccc3)c(=O)n2C)c1	-3	0.9	0.3	/	-2	5	-15	-12
COc1ccc(/C=C/C(=O)NCCn2c(C)cc3ccccc32)cc1OC	10	-3.1	-0.1	4	-5	-3	-16	-12
CCCC(=O)Nc1ccc2c(c1)OC[C@@H](C)N(Cc1ccc(-c3ccccn3)cc1)C[C@H](C)[C@@H](OC)CN(C)C2=O	0	4.4	-0.1	13	-2	-12	-40	15
C[C@H]1CN([C@@H](C)CO)C(=O)c2cc(NC(=O)CCCCCC(=O)Nc3ccccc3N)ccc2O[C@@H]1CN(C)S(=O)(=O)c1ccc(F)cc1	/	0.9	-1.0	/	1	/	13	13
C[C@H]1CN([C@@H](C)CO)C(=O)Cc2cc(NC(=O)Nc3ccc4c(c3)OCO4)ccc2O[C@@H]1CN(C)C(=O)Nc1cccc2ccccc12	/	0.8	-0.8	0	-1	-2	5	-4

Exported field by field: two of the compounds above
Molecule: COc1ccc(/C=C/C(=O)NCCn2c(C)cc3ccccc32)cc1OC
  ARNT-TACC3 inh: 10
  CFTR F508del cor: -3.1
  Xi reactivation: -0.1
  esBAF inh: 4
  ERAP1 HTS inh: -5
  RAD54 branch: -3
  GSIS activator: -16
  RAD52 anneal inh: -12
Molecule: CCCC(=O)Nc1ccc2c(c1)OC[C@@H](C)N(Cc1ccc(-c3ccccn3)cc1)C[C@H](C)[C@@H](OC)CN(C)C2=O
  ARNT-TACC3 inh: 0
  CFTR F508del cor: 4.4
  Xi reactivation: -0.1
  esBAF inh: 13
  ERAP1 HTS inh: -2
  RAD54 branch: -12
  GSIS activator: -40
  RAD52 anneal inh: 15

(list continues)
SMILES	ARNT-TACC3 inh	CFTR F508del cor	Xi reactivation	esBAF inh	ERAP1 HTS inh	RAD54 branch	GSIS activator	RAD52 anneal inh
Cc1ccc(N(CC(=O)NC(C)(C)C)C(=O)CS(=O)CC(=O)Nc2ccc3c(c2)OCO3)cc1 (configuration not stated)	-8	1.1	0.1	/	0	/	-9	-6
Cc1ccc(S(=O)(=O)Nc2c(C)n(C)n(-c3ccccc3)c2=O)cc1C(=O)OC(C)C(=O)N(C)c1ccccc1 (configuration not stated)	3	3.1	-0.2	-1	-3	-4	-23	-11
CC1CN(c2nc3c(c(=O)n(C)c(=O)n3C)n2Cc2c(Cl)cccc2Cl)CC(C)O1 (configuration not stated)	2	-0.1	0.0	/	2	/	13	-10
COc1ccc(C(=O)N2CC(=O)Nc3ccccc32)cc1S(=O)(=O)N1CCOCC1	0	-0.6	0.0	-5	-1	1	-3	-6
Cc1ccc(S(=O)(=O)Nc2ccc3c(c2)C(=O)N([C@@H](C)CO)C[C@@H](C)[C@H](CN(C)S(=O)(=O)c2cccs2)OCCCC[C@H](C)O3)cc1	9	-0.8	0.0	-3	-3	-2	-2	7
OCC(O)C(O)C(O)c1cnn(-c2ccccc2)n1 (configuration not stated)	-1	-1.2	0.1	-4	0	/	2	-7
CCOc1cc(-c2noc(CCCC(=O)NC3CCCCC3)n2)ccc1OC	-1	-0.6	0.0	-2	3	2	4	-2
C[C@H](CO)N1C[C@H](C)[C@H](CN(C)S(C)(=O)=O)OCCCC[C@H](C)Oc2ccc(NC(=O)Cc3ccccc3)cc2C1=O	1	-0.3	4.5	-3	-1	6	-2	2
O=C(Nc1nccs1)C1CCCN1S(=O)(=O)c1ccc(Cl)cc1 (configuration not stated)	-4	-1.5	/	-6	-2	-2	4	-9
CC(C)CCN1CCN(Cc2nc(-c3ccccc3)cs2)CC1CCO (configuration not stated)	0	0.8	0.0	/	-3	/	-10	-14
O=S(=O)(c1cccc(COc2ccc(Cl)cc2Cl)c1)N1CCOCC1	-1	0.7	0.0	/	1	7	-7	-20
COc1ccc(-n2nc3c(c2NC(=O)c2ccco2)CS(=O)(=O)C3)cc1	0	0.3	0.2	-8	3	13	-7	-3
O=C1CCC(C(=O)OCC(=O)Nc2cc(Cl)ccc2F)=NN1	-1	1.6	0.0	-6	2	-3	21	-11
Cc1cnc(C(=O)OCC(=O)NCCCc2ccccc2)cn1	3	-1.2	0.0	/	9	/	-2	-13
COc1ccc(S(=O)(=O)Nc2ccc3c(c2)C(=O)N([C@@H](C)CO)C[C@@H](C)[C@@H](CN(C)C(=O)Nc2cccc4ccccc24)O3)cc1	-1	-2.1	0.0	1	-1	-12	-21	-5
COc1ccc(CCNC(=O)C(=O)NCC2OCCN2S(=O)(=O)c2cc(F)ccc2F)cc1OC (configuration not stated)	0	-0.5	0.0	-4	7	6	7	-11
O=S(=O)(NCCc1ccccn1)c1ccc(-c2ccccn2)s1	-4	0.3	0.0	-3	/	4	3	-6
C/C(=N\NC(=O)Cc1ccc(Br)cc1)c1cccnc1	0	1.2	0.1	5	3	6	2	-27
CC(C)NC(=O)N(C)C[C@@H]1Oc2ncc(-c3ccc(C(=O)N(C)C)cc3)cc2C(=O)N([C@H](C)CO)C[C@@H]1C	-11	-0.9	0.3	4	-3	-15	0	-8
Cc1cc(S(=O)(=O)N2CCOCC2)ccc1OCC(=O)N1CCOCC1	9	-0.5	0.4	-8	2	5	2	-12
O=C(NCc1ccccc1Cl)c1ccc2nc([C@@H]3O[C@H](CO)[C@@H](O)[C@H]3O)[nH]c2c1	/	0.4	0.0	0	3	-5	-6	8
COc1ccc2c3c([nH]c2c1)[C@@H](CO)N(S(=O)(=O)c1ccc(C)cc1)CC31CCN(C(=O)Cc2cccnc2)CC1	/	0.1	0.2	/	3	/	-13	18
CCn1c(SCC(=O)c2ccc(O)c(O)c2)nnc1-c1ccccc1OC	-7	/	/	23	/	6	28	/
C[C@@H]1CN([C@@H](C)CO)C(=O)c2cc(NC(=O)CCCN(C)C)ccc2O[C@H]1CN(C)S(=O)(=O)c1ccc(Cl)cc1	-9	-3.3	-0.9	3	-1	20	17	4
COc1cccc2cc(C(=O)c3ccccc3)oc12	0	-1.1	0.0	/	1	/	-4	-19
O=C(CCCc1c[nH]c2ccccc12)N[C@@H](Cc1c[nH]c2ccccc12)C(=O)O	0	2.7	0.2	3	-2	-4	1	-17
C[C@@H]1CN([C@H](C)CO)C(=O)Cc2cc(NS(C)(=O)=O)ccc2O[C@@H]1CN(C)C(=O)Nc1ccc(C(F)(F)F)cc1	-5	-0.5	/	-6	0	-40	/	5
C[C@@H]1CN([C@H](C)CO)S(=O)(=O)c2ccc(-c3ccccc3)cc2O[C@@H]1CN(C)S(C)(=O)=O	3	-0.1	-0.8	-4	-2	-5	8	4
COc1ccccc1C#Cc1ccc2c(c1)O[C@H](CN(C)Cc1ccncc1)[C@H](C)CN([C@@H](C)CO)S2(=O)=O	-6	2.4	0.1	10	4	2	-41	-1
CCCCn1c(=O)c(-[n+]2ccccc2)c([O-])c2ccccc21	-2	/	/	4	/	4	6	/
C=CCNC(=S)/N=c1/scc(C)n1C	/	/	0.0	/	-1	/	11	-15
Cc1c(S(=O)(=O)c2ccccn2)c(N)n(Cc2cccc(Cl)c2)c1C	/	-3.1	1.1	/	4	-4	-17	-29
